Screening data (PubChem BioAssay)
M1 PAM parental = nonselective calcium activators in parental CHO-K1 cells, primary screen, counter-screen for M1 PAM project, cell-based, Fluo-8 calcium fluorescence, full deck, 1536-well; ATP EC20; 0% at ATP EC20, 100% at ATP max; activation, % at 3 µM; 360,000 tested, 0.02% active;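 active means activation above the run cutoff, the mean activation of all test compounds plus 3 SD, cut at about 40% in these data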;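 further: peak over basal fluorescence ratio in a 140 s read after ATP addition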
CHO-K1 Ca antag = M1 antagonist counterscreen hit in parental CHO-K1 cells | ATP-induced calcium, Fluo-8 fluorescence | 360,000 tested, 0.6% active | inhibition, % at 3 µM;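 active means inhibition above a per-plate cutoff, the plate's mean sample inhibition plus 3 SD, cut at about 24% in these data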;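 further: 0% = DMSO plus EC80 ATP and 100% = DMSO alone without ATP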
M1 ag parental = counter-screen for M1 agonists: effect in parental CHO-K1 cells. Fluo-8 calcium fluorescence; scaled to maximal ATP response, vehicle zero. 360,000 tested, 0.48% active. activation, % at 3 µM; in the data active means activation above about 15%;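 further: untransfected CHO-K1 host cells lacking M1 receptor as counterscreen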
M1 ag = human M1 muscarinic receptor agonists, primary screen, Fluo-8 calcium fluorescence, CHO-K1 cells, HTS | Muscarinic acetylcholine receptor M1 (Homo sapiens), P11229 | CHO-K1 hM1, agonist mode; 0% DMSO, 100% acetylcholine EC100 | activation, % at 3 µM | 360,000 tested, 0.33% active;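 active means activation above the run's mean compound activation plus 3 SD, cut at about 16% in these data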;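 further: peak over basal fluorescence ratio within a 140 s kinetic read after compound addition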
OXTR potentiate = human OXTR potentiators, primary screen, fluorescence, CHO-OTR cells, Fluo-8 calcium; Oxytocin receptor (Homo sapiens), P30559; Fluo-8 calcium fluorescence, potentiator mode; 0% = oxytocin EC15, 100% = EC100; activation, % at 3 µM; 320,000 tested, 0.061% active; AID 2445, 2010;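 active means activation above that plate's cutoff, the mean activation of tested compounds plus 3 SD, cut at about 6.6% in these data, passing the limit was not always enough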;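 further: 100% uses oxytocin at 75 nM as the full agonist control; some results filed as inactive read as strong as hits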
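Assay system: CHO cell line stably expressing human OTR | Also added: Oxytocin at about EC15, sub-maximal agonist stimulus | Times: Compound 6 min at room temperature before oxytocin, 100 s read | Measured by: Fluo-8 intracellular calcium fluorescence, ex 470-495, em 515-575 nm | Controls: EC15 oxytocin alone as 0%, 75 nM oxytocin as 100%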
V1aR counter = agonists of human V1a receptor, primary screen, counter-screen for OXTR agonist project, fluorescence, CHO-V1R cells; AID 2797, 2010; 320,000 tested, 0.25% active; Vasopressin V1a receptor (Homo sapiens), P37288; activation, % at 3 µM; Fluo-8 calcium fluorescence, agonist mode; 0% DMSO, 100% 3 nM vasopressin;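 active means activation above the mean activation of all tested compounds plus 3 SD, per screening run, cut at about 20% in these data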;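 further: signal is peak over basal fluorescence ratio across a 100 second FLIPR read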
Target sequence (P37288 whole entry, looked up): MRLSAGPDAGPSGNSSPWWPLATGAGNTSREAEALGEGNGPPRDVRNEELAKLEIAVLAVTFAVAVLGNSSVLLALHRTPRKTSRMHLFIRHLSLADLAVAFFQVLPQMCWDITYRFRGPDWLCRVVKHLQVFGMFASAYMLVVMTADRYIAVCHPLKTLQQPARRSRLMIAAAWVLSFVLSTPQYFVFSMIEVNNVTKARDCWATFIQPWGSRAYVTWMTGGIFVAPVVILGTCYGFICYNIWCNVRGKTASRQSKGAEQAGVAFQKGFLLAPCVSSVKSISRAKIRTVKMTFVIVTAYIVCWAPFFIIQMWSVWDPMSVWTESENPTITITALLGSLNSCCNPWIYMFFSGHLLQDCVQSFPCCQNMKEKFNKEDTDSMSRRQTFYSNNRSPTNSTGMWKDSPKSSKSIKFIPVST
CHO parental Ca = ATP-evoked calcium signal inhibitors, parental CHO, primary screen, counter-screen for OX1R antagonist project, cell-based, fluorescence, Fluo-8 calcium dye; 330,000 tested, 0.63% active; parental CHO-K1, ATP-induced calcium, Fluo-8 fluorescence; inhibition, % at 5.6 µM;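 active means inhibition above that plate's mean sample inhibition plus 3 SD, cut at about 26% in these data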;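 further: 0% = ATP-challenged DMSO wells and 100% = DMSO wells without ATP; some compounds past the cut are filed as inactive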
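Material: parental CHO cells / Compound: single nominal dose of 5.6 µM per compound / Signal: Fluo-8 fluorescence / Replicates: singlicate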
TAAR1 antag = human TAAR1 antagonists, primary screen, Fluo-8 calcium fluorescence, CHO RD-HGA16 cells; 360,000 tested, 1.5% active; Trace amine-associated receptor 1 (Homo sapiens), Q96RJ0; inhibition, % at 3 µM; antagonist;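 active means inhibition above a per-plate cutoff, the mean inhibition of test compounds on that plate plus 3 SD, cut at about 49% in these data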;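 further: 0% = DMSO plus EC80 beta-PEA response and 100% = DMSO alone without agonist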
Target sequence (Q96RJ0 whole entry, looked up): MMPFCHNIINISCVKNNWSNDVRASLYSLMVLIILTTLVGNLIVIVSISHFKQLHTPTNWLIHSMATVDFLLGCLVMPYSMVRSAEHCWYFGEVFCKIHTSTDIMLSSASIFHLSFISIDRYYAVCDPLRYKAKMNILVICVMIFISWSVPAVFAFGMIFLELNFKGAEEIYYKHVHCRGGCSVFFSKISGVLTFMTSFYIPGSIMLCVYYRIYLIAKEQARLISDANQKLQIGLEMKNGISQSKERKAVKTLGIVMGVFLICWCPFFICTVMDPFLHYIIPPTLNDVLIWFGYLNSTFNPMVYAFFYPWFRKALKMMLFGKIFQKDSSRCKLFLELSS
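Assay system: RD-HGA16 CHO cells with stable hTAAR1 and Gα16 / Reagent: EC80 β-phenethylamine stimulus / Doses: 3 µM, single point / Timing: dye loading 75 min at 37 °C, then 30 min room temperature / Measured by: Fluo-8 intracellular calcium dye fluorescence, real-time kinetic reads / Controls: vehicle wells and EC80 agonist wells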
TAAR1 agonist = human TAAR1 agonists, primary screen, Fluo-8 calcium fluorescence, CHO RD-HGA16 cells; activation, % at 3 µM; AID 624467, 2012; Trace amine-associated receptor 1 (Homo sapiens), Q96RJ0; 360,000 tested, 0.99% active; vehicle wells 0%, saturating PEA agonist 100%;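 active means activation above the mean activation of all test compounds in the run plus 3 SD, cut at about 38% in these data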
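test system = CHO RD-HGA16 cells carrying human TAAR1 plus Gα16 | schedule = 17-24 h seeding, 75 min 37 °C dye, 30 min RT | compound dosing = 3 µM single concentration | control set = DMSO and PEA EC100 | replicates = n 1 | signal = Fluo-8 fluorescence, 5 s baseline then 140 s kinetic read | measure = percent activation vs PEA EC100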
Active calls of the source: *; . = not tested or not shown; & = joins results of further samples.

SMILES	M1 PAM parental	CHO-K1 Ca antag	M1 ag parental	M1 ag	OXTR potentiate	V1aR counter	CHO parental Ca	TAAR1 antag	TAAR1 agonist
CC(C)(C)OC(=O)CNC(=O)c1[nH]cnc1C(=O)NC1CCNCC1	-3	-4	0.2	-1	-2	0.2	-5	17	9
COc1ccc(NC(=O)Nc2cccc3c2O[C@H](CN(C)C(=O)Nc2ccc(C(F)(F)F)cc2)[C@@H](C)CN([C@H](C)CO)C3=O)cc1	-12	-4	0.9	0	4	0.2	-15	.	.
c1ccc(-c2cn3c4c(sc3n2)CCCC4)cc1	-1&7	-1&-5	-0.2&-0.3	-1&-3	-7	-1.2	-20	-39&-15	-1&15
CN(C)Cc1nc2ccccc2c(=O)n1CC(=O)Nc1cccc(S(=O)(=O)N2CCOCC2)c1	9	8	0.6	-6	0	0.3	-10	12	12
CC1CCN(CCc2nc3cc(NC(=O)C(C)C)ccc3n2C)CC1	0	-13	1.9	-11	-5	0.1	1	-1	-1
CC1(C)CC(=O)C(=CN2CCOCC2)C(=O)C1	22	-12	1.0	-5	0	1.3	9	0	16
CCOC(=O)c1cc(NC(=O)c2cccs2)ccc1N1CCOCC1	19	-15	2.3	-5	-2	-1.1	13	-4	2
C#CCN1C(=O)C(O)(CC(=O)c2cccc(OC)c2)c2ccccc21 (configuration not stated)	12	-6	0.6	-2	-13	0.7	-15	-6	8
Fc1ccc(CN2CCN(c3ncccn3)CC2)cc1	-4	-28	0.1	-7	0	-0.5	-2	-4	0
CCN(C(=O)COC(=O)CNC(=O)C1CCCCC1)c1ccccc1	8	-3	1.5	0	.	.	.	-6	5
COc1ccc(S(=O)(=O)N2CCCN(S(=O)(=O)c3ccc(OC)cc3C)CC2)c(C)c1	11	-10	3.0	-2	-12	4.5	-3	24	11
Cc1cc(=O)[nH]c(N=N/C(=N/Nc2ccccc2C)c2ccccc2)n1	23	-17	0.7	-1	-5	0.3	-19	-4	-1
COc1ccc(Nc2n[nH]c(C)c2[N+](=O)[O-])cc1	11	-8	0.9	-5	-4	0.3	-9	6	1
CC(=O)Nc1ccc(C(=O)n2cnc3cc(C)c(C)cc32)cc1	2	3	0.2	-2	-3	2.1	0	-7	7
COc1cccc(N(CC(=O)Nc2ccccc2C(=O)N2CCCC2)S(C)(=O)=O)c1	15	-18	1.9	-5	-6	-0.2	-7	-10	1
O=C(C1CCCN(S(=O)(=O)c2ccccc2)C1)N1CCN(c2ncccn2)CC1 (configuration not stated)	-1	2	1.2	0	1	1.7	-8	10	6
COCCNC(=O)Cn1cc(/C=C(\C#N)C(=O)NC2CC2)c2ccccc21	7	-5	0.6	-1	-3	-1.1	-8	2	-1
CN1CCc2c(sc3c2c(=O)n(-c2ccccc2)c2nnc(SCc4ccccc4)n32)C1	19	-8	0.5	-4	-16	0.7	-17	16	3
COCCn1c(Cc2ccccc2)nnc1SCC(=O)NC1CCCCC1	-19	-3	0.3	2	-6	-0.2	-18	8	-1
CCn1ncc(Br)c1C(=O)Nc1ccc(OC(F)(F)F)cc1	19	-9	-0.1	-9	-15	0.5	-5	15	6
CCN(Cc1ccccc1)Cc1ccc(OCc2ccccc2)c(OC)c1	-3	-3	-0.2	-10	5	-0.5	-18	-37	-3
c1ccc(CCNc2ccc3ncc(-c4cccc5ccccc45)n3n2)nc1	11	-10	1.6	-3	.	.	.	9	4
O=C1C2N=NN(CC(=O)N3N=C(c4ccccc4)CC3c3ccc([N+](=O)[O-])cc3)C2C(=O)N1c1ccccc1 (configuration not stated)	.	.	.	.	-7	2.9	-6	34	12
CCOC(=O)C1CCN(C(=O)Nc2cccc(Cl)c2)CC1	5	-16	0.8	-2	-14	1.8	3	-13	16
CCn1c(=S)[nH]c2sc3c(c2c1=O)CCCCC3	27	-10	0.4	-9	-14	0.0	1	-5	3
FC(F)(F)c1nnc(-c2ccccc2)nc1N1CCCC1	15	-28	0.8	2	3	-1.6	-17	-1	1
O=C1NC[C@@H](CCCCN2C[C@H](Cc3ccc(O)cc3)N(CCc3ccccc3)C(=O)C2=O)N(CC2CCCCC2)C1=O	10	-11	1.5	.	.	.	.	-8	1
CCOC(=O)N1CCN(S(=O)(=O)CCNC(=O)c2ccc(F)cc2)CC1	6	-3	0.3	0	-2	0.8	-10	-10	0
CCN(CC)S(=O)(=O)c1ccc2oc(Nc3ccc(OC)cc3)nc2c1	3	-8	2.5	-6	-2	2.8	0	1	1
Cn1c(NCc2ccco2)nc2c1c(=O)n(Cc1ccc(Br)cc1)c(=O)n2C	22	-30	4.2	-8	-4	0.5	-24	4	3
CCCCCCC1CC(=O)NC(=O)N1 (configuration not stated)	4	-1	2.6	-6	0	-1.3	-3	-25	1
Cc1nn(-c2ccc(Br)cc2)c(=O)c2ccccc12	-6	1	0.1	-6	-5	-1.0	-8	0	0
CCC(=O)N1CCc2cc(S(=O)(=O)CCC(=O)NCc3cccc(OC)c3)ccc21	2	-18	1.0	-4	0	0.7	-20	-38	2
CC1CCN(CC(=O)Nc2ccc(S(=O)(=O)N3C(C)CCCC3C)cc2)CC1 (configuration not stated)	22	-13	2.3	-10	-15	-0.4	-2	-3	2
CCc1ccc(C(=O)NNc2ccc(F)cc2)cc1	-5	1	0.7	-2	-3	-0.6	-7	-36	2
COc1ccc(C(=O)CSc2nncn2C)cc1	-8	10	-0.1	-5	-5	0.4	-2	21	20
CC(=O)Nc1ccc(S(=O)(=O)Nc2cc(C)cn(Cc3ccc(C)cc3)c2=O)cc1	2	-14	7.5	-1	-2	9.0	-12	7	4
CCC(=O)N1CC2(C)CN(C(=O)CC)CC(C)(C1)C2	17	-12	0.9	-2	-4	0.3	4	-1	4
S=c1[nH]nc(-c2ccc3ccccc3n2)n1-c1ccc(Cl)cc1	15	-7	0.0	-6	-3	0.0	-17	5	-2
Cc1ccsc1/C=N/NC(=O)Cn1cnc2ccccc21	16	-6	1.0	-3	-10	4.7	-13	29	56*
O=C(CCc1ccccc1)Nc1ccccc1[N+](=O)[O-]	17	-6	0.8	-12	-5	0.0	-10	-24	-1
CC1(C)CC(=O)N(c2ccc(Cl)c(Cl)c2)C(=O)C1	-19	-12	1.7	-4	-6	1.1	-11	-14	3
CC(=O)Nc1ccc(-c2ccnc3c2CC(C)(C(=O)NCC2CCOCC2)O3)cc1 (configuration not stated)	3	-7	0.1	0	.	.	.	-18	0
CC1CCCN(c2ccc(C(=O)NCc3ccccc3)cn2)C1 (configuration not stated)	-12	18	-0.4	-4	8	0.1	-16	2	0
COC(=O)C(CC(C)C)NC(=O)c1ccc([N+](=O)[O-])c(C)c1 (configuration not stated)	4	0	0.2	-3	-13	-1.3	-8	11	1
Cc1cc(C)n(S(=O)(=O)c2cccc(Cl)c2Cl)n1	4	-13	0.1	-11	-3	-1.3	-14	-24	3
CCOc1ccccc1C(=O)NCC(=O)OCc1csc(CC(=O)Nc2ccc(C)cc2)n1	5	-20	8.3	-3	-6	4.8	-15	43	6
CCOC(=O)c1cccc(NC(=O)C2CCCN(c3nnc(N4CCCC4=O)s3)C2)c1 (configuration not stated)	13	-2	3.4	-4	-2	-0.9	-17	23	8
CN(C)CCN(C(=O)c1ccc(Br)s1)c1nc2cc3c(cc2s1)OCCO3	11	-11	0.6	-3	-1	0.4	0	-21	2
CCN1CCN(C(=O)CCc2nc3ccccc3n2-c2ccccc2)CC1	12	-8	0.3	-10	-3	0.1	-11	19	3

The results go on.
SMILES	M1 PAM parental	CHO-K1 Ca antag	M1 ag parental	M1 ag	OXTR potentiate	V1aR counter	CHO parental Ca	TAAR1 antag	TAAR1 agonist
CC1=C(C(=O)Nc2ccccc2C)C(c2ccc(C)o2)C2=C(CCCC2=O)N1 (configuration not stated)	6	3	0.2	-5	2	-0.7	-23	4	11
COc1cc(CO)cc(Br)c1OCC(=O)O	9	-20	-0.2	-1	0	1.1	-4	-12	1
FC(F)(F)c1nc2nc(Cl)c(Cl)nc2n1CCCN1CCOCC1	-2	-2	0.7	-6	.	.	.	17	1
O=C(O)c1cc(Cl)ccc1-c1ccc(/C=C/c2cc(C(F)(F)F)[nH]c(=O)n2)o1	-21	15	26*	11	-8	17	4	9	67*
COc1cc(-c2cc(C(=O)OCC(=O)NC3CC3)c3ccccc3n2)cc(OC)c1OC	-13	-4	4.2	-1	-8	0.8	-22	68*	13
COc1ccc2nc(N3C(=O)C(O)=C(C(=O)c4ccco4)C3c3ccccc3OC)sc2c1 (configuration not stated)	-1	-11	0.0	-2	-5	-1.0	-11	-23	0
Cc1ccc(S(=O)(=O)Nc2nc3ccccc3nc2NCc2ccco2)cc1C	6	6	3.4	0	-11	5.8	-17	11	2
CCCCCc1cc(=O)oc2c(C(CCN(CC)CC)c3ccc(N(C)C)cc3)c(OC)cc(OC)c12 (configuration not stated)	8	3	0.2	-4	2	0.3	-17	3	29
CN(C)c1ccccc1C(=O)N1CCCC(Nc2ccc(F)cc2)C1 (configuration not stated)	7	-10	3.7	0	-4	3.8	-20	-18	4
CC(C)(CO)C(O)C(=O)NCCC#N (configuration not stated)	6	1	-0.2	1	-6	0.4	-6	-27	2
CC(=O)Nc1ccc(/C=N/NC(=O)c2cc3ccccc3nc2C)cc1	20	3	1.1	-3	3	0.1	-4	-11	0
Cc1cccc(C)c1NC(=O)NC1(C(=O)N2CCCC2)CCCCC1	-9	-9	-0.4	-4	-2	0.4	-2	-6	-2

TAAR1 antag, what is marked active above.
Structure	OXTR potentiate	TAAR1 antag
COc1cc(-c2cc(C(=O)OCC(=O)NC3CC3)c3ccccc3n2)cc(OC)c1OC	-8	68*

Single values from the list.
Under CHO parental Ca, CCOc1ccccc1C(=O)NCC(=O)OCc1csc(CC(=O)Nc2ccc(C)cc2)n1 is entered as -15
Under OXTR potentiate, COc1ccc(C(=O)CSc2nncn2C)cc1 is entered as -5
Under CHO parental Ca, COc1ccc(NC(=O)Nc2cccc3c2O[C@H](CN(C)C(=O)Nc2ccc(C(F)(F)F)cc2)[C@@H](C)CN([C@H](C)CO)C3=O)cc1 is entered as -15
